# Tat transport = inhibitors of E. coli Tat protein transport; E. coli MC4100 TorA-mCherry Tat export, fluorescence; inhibition, % at 10 µM; actives 0.036% (n = 340,000); AID 488895;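 active means mean replicate inhibition at least 50% and at least half of replicates individually reaching 50%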;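 further: exported cargo escapes ClpAP degradation while cytoplasmic cargo is degraded and loses fluorescence; 0% = median of neutral control wells and 100% = median of NaSCN control wells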
# CDK5 inh = blocks human CDK5/p35 kinase activity; Recombinant CDK5/p35, ADP-Glo luminescence, 60 min; inhibition, % at 10 µM; actives 0.01% (n = 330,000); AID 488839;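 active means highest replicate inhibition of at least 50% and at least 75% of replicates reaching 50%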;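 further: plate controls were DMSO neutral control for no effect and GW8510 at 10 µM for full effect; many of its hits are not listed in these tables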
# Target sequence (Q00535 whole entry, looked up): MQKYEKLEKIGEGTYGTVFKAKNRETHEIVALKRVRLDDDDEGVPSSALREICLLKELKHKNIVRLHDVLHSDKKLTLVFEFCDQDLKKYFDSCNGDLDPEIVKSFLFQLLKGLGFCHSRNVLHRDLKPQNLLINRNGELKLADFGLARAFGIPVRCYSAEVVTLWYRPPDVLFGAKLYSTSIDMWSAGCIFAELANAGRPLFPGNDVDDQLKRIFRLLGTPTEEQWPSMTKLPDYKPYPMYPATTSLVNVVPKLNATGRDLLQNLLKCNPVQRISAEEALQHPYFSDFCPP
# Target sequence (Q15078 whole entry, looked up): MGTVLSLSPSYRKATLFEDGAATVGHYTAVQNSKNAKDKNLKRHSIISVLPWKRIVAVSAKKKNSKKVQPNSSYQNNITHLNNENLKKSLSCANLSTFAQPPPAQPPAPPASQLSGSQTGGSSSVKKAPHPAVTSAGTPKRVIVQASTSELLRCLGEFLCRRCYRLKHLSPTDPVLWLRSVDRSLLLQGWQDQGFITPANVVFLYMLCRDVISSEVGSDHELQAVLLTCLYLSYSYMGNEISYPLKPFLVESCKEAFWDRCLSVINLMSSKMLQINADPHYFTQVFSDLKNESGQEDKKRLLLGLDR
# V-ATPase pH = alters yeast V-ATPase proton transport; S. cerevisiae, pHLuorin cytosolic pH fluorescence; response, % at 10 µM; actives 0.37% (n = 350,000); in the data active means response mostly above about 7.3%, no sharp cut-off; inactive means mostly below about 5.4%; further: actives read high; inactives centre near 0; some compounds called inactive have numbers as strong as hits
# CAL PDZ FP-1 = blocks peptide binding to human CAL PDZ domain. actives 0.02% (n = 330,000). Q9HD26. purified CAL PDZ, TMR-peptide fluorescence polarization, 1 h. AID 504414. inhibition, % at 20 µM;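 active means highest replicate inhibition of at least 40%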;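 further: plate controls were DMSO neutral control wells for no effect and unlabeled competitor peptide control wells for full effect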
#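 Material – purified CerCALP PDZ construct · Detection – FP readout, S and P plane fluorescence · Measure – percent inhibition from loss of millipolarization · Controls – unlabelled peptide for full inhibition, DMSO wells as neutral · Probe or stimulus – TMR-labelled reporter peptide T*-PRC34 bound in PDZ groove · Times – 1 h at RT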
# CAL PDZ FP-2 = inhibitors of human CAL PDZ peptide binding; Q9HD26; purified CAL PDZ, TMR-peptide fluorescence polarization, 1 h; inhibition, % at 24.9 µM; actives 0.92% (n = 300,000); AID 602252;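 active means mean inhibition of at least 30% with at least half of replicates also reaching 30%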;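 further: 0% = DMSO neutral control and 100% = excess unlabeled competitor peptide PRC23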
# MITF act = increases MITF-driven TRPM1 promoter luciferase signal. SK-MEL-5 TRPM1-promoter luciferase, 24 h; % of positive control, neutral wells = 0. activation, % at 12.5 µM. actives 0.75% (n = 300,000). AID 588334;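 active means mean activation of at least 80% with every replicate also reaching 80%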;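 further: 0% = neutral control wells and 100% = parthenolide positive control wells; values of inactives mirror those of a sister screen read the other way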
# RTF Ca sens act = cardiac RTF calcium sensitization | P19429+P45379 | IANBD-labeled TnC RTF fluorescence at EC20 calcium; 0% EC20 calcium, 100% full calcium | activation, % at 7.2 µM | actives 0.24% (n = 340,000);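 active means activation above the mean over all tested compounds plus 3 SD, cut at about 30% in these data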;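 further: rise in fluorescence read as greater calcium sensitivity of cardiac thin filaments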
# Wnt act = Wnt/beta-catenin pathway activation | Wnt/beta-catenin reporter cell assay, activator, plate reader | activation, % at 9.35 µM | actives 1.2% (n = 300,000) | AID 743398; in the data active means activation above about 30%, passing the limit was not always enough;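 further: 0% = neutral control wells and 100% = positive control wells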
# dFosB act = enhances mouse delta FosB homodimer DNA binding; P13346; purified delta FosB, TAMRA-CDK5 oligo fluorescence polarization; percent of positive-control signal above neutral wells; activation, % at 25 µM; actives 0.99% (n = 340,000); AID 493131;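 active means mean activation above about 17%, with every replicate also reaching it, limit read from the data, passing the limit was not always enough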;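 further: fluorescence polarization rise as delta FosB binds a TAMRA Cdk5 AP-1 oligo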
# Rtt109 HAT inh = inhibitors of Candida albicans Rtt109/Vps75 histone acetyltransferase; Q5AAJ8; purified Rtt109/Vps75, ThioGlo CoA-SH fluorescence, 4 h; inhibition, % at 34.9 µM; actives 0.16% (n = 330,000);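 active means inhibition of at least 50% in every replicate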
# Target sequence (Q5AAJ8 whole entry, looked up): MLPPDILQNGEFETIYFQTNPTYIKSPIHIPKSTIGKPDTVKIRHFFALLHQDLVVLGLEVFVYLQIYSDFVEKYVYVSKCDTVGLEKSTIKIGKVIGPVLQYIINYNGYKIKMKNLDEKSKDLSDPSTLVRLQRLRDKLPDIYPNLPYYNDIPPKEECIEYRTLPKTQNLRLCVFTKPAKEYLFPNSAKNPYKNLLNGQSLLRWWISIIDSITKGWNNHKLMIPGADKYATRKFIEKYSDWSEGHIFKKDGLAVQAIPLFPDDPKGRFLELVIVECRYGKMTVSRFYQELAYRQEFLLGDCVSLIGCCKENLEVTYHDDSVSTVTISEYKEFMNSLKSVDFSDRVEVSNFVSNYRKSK
# The depositor's hits bear a star; . = no result given.
SMILES,Tat transport,CDK5 inh,V-ATPase pH,CAL PDZ FP-1,CAL PDZ FP-2,MITF act,RTF Ca sens act,Wnt act,dFosB act,Rtt109 HAT inh
O=C(OCC(=O)N1CCCCC1)c1c[nH]c(=O)[nH]c1=O,-1,-0.8,-1,-0.3,-4,7,-4,.,4,3
O=C(O/N=C(/c1ccccc1)c1ccncc1)c1ccc(F)cc1,3,0.1,1,0.0,1,-13,.,1,-13,2
Cc1cc(Cn2nc(-c3ccccc3)cc2C(=O)NCC2CC2)on1,-2,-0.5,-4,-0.7,-5,-9,-2,0,3,5
COc1ccc(/C=c2/sc3nc(-c4ccccc4)c(-c4ccccc4)n3c2=O)cc1,4,0.5,6,0.6,2,13,3,.,0,-11
CCN(CC)CCNC(=O)CCc1nnc2ccc(N3CCC(C)CC3)nn12,2,-1.6,4,0.1,6,-9,1,0,2,-3
Cc1ccc(-n2c(SCC(=O)OC(C)C)nnc2-c2ccco2)cc1,-3,-3.3,-2,-1.7,-2,-11,-2,.,2,3
CC(NC(=O)C1CCN(S(=O)(=O)c2cccc3cccnc23)CC1)c1ccccc1 (configuration not stated),-2,2.3,-2,-1.0,-4,-3,2,0,-18,-4
CN1C2CCC1CC(NC(=O)c1ccc([N+](=O)[O-])cc1)C2 (configuration not stated),4,-2.3,2,-0.4,-2,-3,0,-1,2,4
O=C(CC(c1ccccc1)c1ccccc1O)NCCN1CCOCC1 (configuration not stated),-9,-1.6,1,-2.3,-4,12,-3,.,-7,-5
CCOC(=O)C(/C(C)=N/NC(=O)c1ccccc1[N+](=O)[O-])C(C)C (configuration not stated),-6,0.1,-1,-2.0,-12,-13,2,.,-3,4
O=S(=O)(Nc1cccc(-c2cn3c(n2)SCC3)c1)c1ccccc1,-1,-2.2,-2,0.5,-4,-8,2,2,-6,14
Cc1ccc(C(=O)Nc2ncc(Cc3ccc(F)cc3)s2)o1,3,-1.2,2,-0.9,-1,144*,2,65*,-11,8

# 10 entries from above, with tabs.
compound	Tat transport	CDK5 inh	V-ATPase pH	CAL PDZ FP-1	CAL PDZ FP-2	MITF act	RTF Ca sens act	Wnt act	dFosB act	Rtt109 HAT inh
O=C(OCC(=O)N1CCCCC1)c1c[nH]c(=O)[nH]c1=O	-1	-0.8	-1	-0.3	-4	7	-4	.	4	3
O=C(O/N=C(/c1ccccc1)c1ccncc1)c1ccc(F)cc1	3	0.1	1	0.0	1	-13	.	1	-13	2
Cc1cc(Cn2nc(-c3ccccc3)cc2C(=O)NCC2CC2)on1	-2	-0.5	-4	-0.7	-5	-9	-2	0	3	5
COc1ccc(/C=c2/sc3nc(-c4ccccc4)c(-c4ccccc4)n3c2=O)cc1	4	0.5	6	0.6	2	13	3	.	0	-11
CCN(CC)CCNC(=O)CCc1nnc2ccc(N3CCC(C)CC3)nn12	2	-1.6	4	0.1	6	-9	1	0	2	-3
Cc1ccc(-n2c(SCC(=O)OC(C)C)nnc2-c2ccco2)cc1	-3	-3.3	-2	-1.7	-2	-11	-2	.	2	3
CC(NC(=O)C1CCN(S(=O)(=O)c2cccc3cccnc23)CC1)c1ccccc1 (configuration not stated)	-2	2.3	-2	-1.0	-4	-3	2	0	-18	-4
CN1C2CCC1CC(NC(=O)c1ccc([N+](=O)[O-])cc1)C2 (configuration not stated)	4	-2.3	2	-0.4	-2	-3	0	-1	2	4
O=C(CC(c1ccccc1)c1ccccc1O)NCCN1CCOCC1 (configuration not stated)	-9	-1.6	1	-2.3	-4	12	-3	.	-7	-5
CCOC(=O)C(/C(C)=N/NC(=O)c1ccccc1[N+](=O)[O-])C(C)C (configuration not stated)	-6	0.1	-1	-2.0	-12	-13	2	.	-3	4

# (more compounds)
SMILES,Tat transport,CDK5 inh,V-ATPase pH,CAL PDZ FP-1,CAL PDZ FP-2,MITF act,RTF Ca sens act,Wnt act,dFosB act,Rtt109 HAT inh
O=C(NCCOc1ccccc1Cl)C(=O)c1c[nH]c2ccccc12,4,-0.1,2,-1.2,-4,-8,-1,6,-6,2
CCc1cccc(NC(=O)Cn2c(-c3ccccc3)cc(C(C)=O)c2C)c1,-3,-1.0,1,-0.4,-10,-13,3,.,-10,0
Cc1cccc(NC(=O)N2CCCC(CNC(=O)c3ccccc3Cl)C2)c1C (configuration not stated),4,0.7,-5,-1.4,-4,18,-2,0,0,2
Cn1c(=O)c2c(nc(NC(Cc3ccccc3)C(=O)O)n2Cc2ccccc2)n(C)c1=O (configuration not stated),0,-0.4,2,-2.8,3,9,-2,1,-15,-7
Cc1nc(SCC(=O)Nc2ccc3c(c2)OCO3)c(C#N)c2c1CCCC2,-5,0.4,0,-0.7,1,27,0,3,-8,-2
C=CCn1c(C(O)c2ccccc2)nc2ccccc21 (configuration not stated),3,0.3,1,-1.0,1,11,-5,1,-9,-13
COc1ccc(CCNc2nnc(C)c(=O)[nH]2)cc1OC,3,-0.2,1,-2.2,-2,-3,-2,5,3,.
O=C1NC2(CCCCC2)C(=O)N1Cc1cccc(C(F)(F)F)c1,-5,-3.5,-1,-6.6,.,-10,5,1,-2,1
CC(C)Cc1nc2oc3c(=O)[nH]cnc3c2c2c1CCC2,7,-0.4,7,-4.1,-6,.,0,0,-26,-2
CCCCn1c(SCc2ccccn2)nc2c1c(=O)n(C)c(=O)n2C,-6,0.0,-2,.,-5,-5,-5,1,-3,-1
Cc1snc(SCc2ccc(Cl)cc2)c1C#N,5,-0.2,-2,-2.0,-2,11,-6,1,4,-2
COc1ccc(C(=O)COC(=O)CCS(=O)(=O)c2ccc(C)cc2)c(OC)c1,-1,-0.2,2,-2.1,-1,3,-4,-1,-9,1
CC(=O)c1cc(C)ccc1OC(=O)c1ccco1,3,0.5,-1,-1.2,-2,5,10,-3,-1,-4
CCC1CCCCN1CCCNC(=O)c1ccc(N2CCOCC2)c(NS(=O)(=O)c2ccc(OC)cc2)c1 (configuration not stated),-4,-0.3,0,-1.6,.,7,7,-1,-4,4
CCCCOC(=O)NC1CCS(=O)(=O)C1 (configuration not stated),-6,0.2,-5,-0.9,-1,3,-3,.,-2,4
CCCc1cc(C(=O)Nc2sc(C(C)=O)c(C)c2C(=O)OCC)no1,-6,1.7,1,-0.4,.,.,-1,0,-7,-9
COc1cc(/C=C(/Sc2nnc(-c3ccc(F)cc3)o2)C(=O)O)ccc1OC(F)F,0,1.1,-3,-1.0,10,-4,-4,0,2,-1
CCNc1c(NS(=O)(=O)c2ccc(F)c(Cl)c2)c(=O)oc2ccccc12,-4,-2.2,1,-0.5,-4,10,-6,-1,1,-14
COC(=O)/C(=C/c1ccccc1)NC(=O)c1ccco1,-17,1.2,0,-0.7,-1,-3,5,1,7,1
COc1ccc(OC)c(S(=O)(=O)Nc2ccc(C)c(C)c2)c1,0,2.7,1,-2.4,.,3,-1,.,-4,3
CC(=O)N1CCN(c2ccc(Oc3ncnc4sccc34)cc2)CC1,-5,0.4,2,-2.3,2,5,4,-7,-3,-8
O=C(C[n+]1cc(Br)cc(Br)c1)c1ccc(-c2ccccc2)cc1,-6,-0.5,2,0.5,-4,-19,-2,-1,2,9
Cc1cc(C(C)(C)C)cc(C)c1C[n+]1ccc2ccccc2c1,-3,1.4,0,0.3,-10,-52,6,4,-11,1
CCOC(=O)c1c(NC(=O)COc2ccccc2)sc2c1CC(C)(C)NC2(C)C,5,-0.1,-1,-2.9,-2,-8,-4,-1,-10,13
O=C(/C=C/c1ccc(Cl)cc1)NCCN1CCOCC1,-7,-0.1,5,-0.5,-5,4,0,0,-1,4
Cc1n[nH]c(C)c1S(=O)(=O)N1CCN(c2ccccn2)CC1,-1,-0.8,-2,-1.1,-22,.,-1,-3,-1,9
COc1ccc(-c2[nH]c(-c3ccc(SC)cc3)nc2SCC(=O)Nc2nccs2)cc1,0,-0.1,3,-1.2,0,12,-6,-1,12,-2
CCC(C)C(=O)Nc1nnc(SCC(=O)N2C(C)CCCC2C)s1 (configuration not stated),-5,-2.3,4,-3.1,-3,0,-7,-3,-3,2
Cn1c(=O)c2ccccc2n2c(=S)[nH]nc12,-1,-0.9,2,-1.9,3,5,2,-4,0,7
O=[N+]([O-])c1ccc2nc(NS(=O)(=O)c3ccc(F)cc3)sc2c1,26,1.5,4,-1.1,.,-2,-5,0,-2,2
CC1CCC(=NO)C(=NO)C1 (configuration not stated),-1,-2.1,0,0.6,-4,-3,8,-3,1,-1
CC(C)(C)CC(C)(C)NC(=O)c1ccc2snnc2c1,1,0.6,1,0.4,-2,2,-4,0,0,2
COc1ccc(N(C)S(=O)(=O)c2ccc(C)cc2)c([N+](=O)[O-])c1,-3,2.1,-4,.,-5,-8,0,-2,-1,8
CCOC(=O)c1cc(S(=O)(=O)NCCc2ccccc2)cn1C,13,1.4,-2,-2.7,-6,-1,-2,1,2,21
CN1CCN(C(=O)C2=C[C@H](c3ccc(C(F)(F)F)cc3)C[C@H](OCc3ccc(CO)cc3)O2)CC1,0,0.9,1,-0.5,-2,5,6,-2,-4,0
COc1ccc(NS(=O)(=O)c2cccc3nonc23)c(OC)c1,-1,-3.3,-1,-1.2,-1,3,-5,-1,1,-9
Cc1cc(C(=O)N/N=C/c2ccccc2)c(C)o1,-2,1.2,0,-0.4,.,.,-4,16,2,-26
Cc1nc2ccccc2n1CCN1CCOCC1,1,0.5,1,0.4,-1,-4,1,1,6,-2
O=C(CN(C(=O)CCC(=O)Nc1ccccn1)c1cccc(F)c1)NCc1ccco1,0,-0.1,2,-2.0,-3,-9,1,0,-2,-20
CCOC(=O)N1CCN(C(=O)CCCOc2ccccc2)CC1,-4,-1.4,-3,-1.9,-3,58,-1,.,6,10
CCNC(=O)CC1C(=O)N(c2ccccc2)C(=O)N1CCc1ccc(OC)cc1 (configuration not stated),-12,0.4,-1,0.4,.,9,4,0,4,-12
COc1ccc(OC)c(-c2[nH]nc3c2C(c2ccco2)C(C#N)=C(N)O3)c1 (configuration not stated),-5,0.6,1,-1.8,0,-3,-1,.,-14,10
CCc1sc(C(=O)N2CCN(c3ccc(F)cc3)CC2)cc1C,-1,-1.3,-3,-2.6,-2,-3,-6,-4,0,-1
Cc1nn(Cc2cccc(C(=O)Nc3ccn(Cc4ccccc4F)n3)c2)c(C)c1[N+](=O)[O-],0,1.1,0,-1.4,1,-11,4,.,-4,-7
Cc1ccc(C(=O)NNC(=O)c2ccncc2)cc1S(=O)(=O)N1CCOCC1,-1,-0.4,-1,-2.2,1,-5,4,-1,0,0
Cc1ccc2oc(=O)c3cc(C(=O)NCCCN4CCCCCC4)sc3c2c1,-1,1.4,4,-2.3,1,11,-7,-2,-35,19

# From PubChem
